# UBC13 inh: UBC13 polyubiquitin chain formation inhibitors, primary screen, biochemical, TR-FRET, uHTS. Ubiquitin-conjugating enzyme E2 N (Homo sapiens), P61088. inhibition, % at 20 µM. AID 485273, 2010. hit rate 0.47% among 330,000; in the data active = inhibition above about 45%, passing the limit was not always enough
# Target sequence (P61088 whole entry, looked up): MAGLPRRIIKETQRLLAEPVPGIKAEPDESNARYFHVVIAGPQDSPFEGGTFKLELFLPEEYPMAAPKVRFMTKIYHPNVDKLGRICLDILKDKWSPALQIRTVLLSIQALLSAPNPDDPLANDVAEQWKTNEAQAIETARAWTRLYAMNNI
# SENP8 block-1: SENP8 protease inhibitors, primary screen, biochemical, luminescence; inhibition, % at 10 µM; AID 2540, 2010; hit rate 1.2% among 330,000; Sentrin-specific protease 8 (Homo sapiens), Q96LD8; purified SENP8, Z-RLRGG-aminoluciferin cleavage; in the data active = inhibition above about 50%
# Target sequence (Q96LD8 whole entry, looked up): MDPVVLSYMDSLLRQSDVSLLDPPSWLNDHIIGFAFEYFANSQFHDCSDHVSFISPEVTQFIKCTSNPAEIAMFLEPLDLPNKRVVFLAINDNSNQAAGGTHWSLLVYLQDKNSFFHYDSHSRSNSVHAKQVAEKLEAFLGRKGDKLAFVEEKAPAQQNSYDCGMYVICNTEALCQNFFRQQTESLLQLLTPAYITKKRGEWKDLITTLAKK
# MIN6 prolif: inducers of MIN6 beta-cell proliferation, primary screen, ATP luminescence, uHTS; MIN6 cells proliferation, ATPlite luminescence, 48 h; cells starved in 0.2% serum; 100% = growth in 10% serum; proliferation, % at 10 µM; hit rate 0.29% among 330,000; AID 2380, 2010;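 active = compounds whose signal lies at least 3.5 SD above the mean of all wells on their plate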;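 note: 0% = DMSO-treated cells in low-serum medium and 100% = 10% serum control; some compounds called inactive have numbers as strong as hits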
# SENP7 block: SENP7 protease inhibitors, primary screen, biochemical, luminescence, uHTS; Sentrin-specific protease 7 (Homo sapiens), Q9BQF6; recombinant SENP7, Z-RLRGG-aminoluciferin luminescence, 40 min; inhibition, % at 5 µM; hit rate 1.5% among 330,000; AID 434973, 2010;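 active = inhibition above about 50% at the single test dose, limit read from the data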;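 note: plate controls were DMSO with enzyme for no effect and no enzyme buffer wells for full effect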
# Target sequence (Q9BQF6 706-1050 limits assumed): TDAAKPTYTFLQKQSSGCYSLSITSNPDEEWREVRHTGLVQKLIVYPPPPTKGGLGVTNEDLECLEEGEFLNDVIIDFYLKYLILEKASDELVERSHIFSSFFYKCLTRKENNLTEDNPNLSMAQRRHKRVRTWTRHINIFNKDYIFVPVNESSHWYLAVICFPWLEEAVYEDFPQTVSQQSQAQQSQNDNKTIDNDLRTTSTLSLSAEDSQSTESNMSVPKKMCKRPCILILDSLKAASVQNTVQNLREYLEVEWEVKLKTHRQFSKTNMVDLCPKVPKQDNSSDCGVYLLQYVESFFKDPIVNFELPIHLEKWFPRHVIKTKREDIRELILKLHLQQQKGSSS
# SENP1 inh: human SENP1 catalytic domain inhibitors, primary screen, biochemical, FRET, uHTS; recombinant SENP1 catalytic domain, CyPet-SUMO1-YPet FRET cleavage; AID 624204, 2012; inhibition, % at 10 µM; Sentrin-specific protease 1 (Homo sapiens), Q9P0U3; hit rate 0.21% among 360,000;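 active = inhibition at least 30% at 10 µM, raw YFP signal under a set limit, fluorescence ratio 0.5 to 1.5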;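 note: 0% = enzyme with DMSO and 100% = no enzyme wells; some results filed as inactive read as strong as hits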
#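 Test system: recombinant human SENP1 catalytic domain, His6-tagged / Medium: pH 8 Tris buffer with EDTA, NaCl, BME, BSA, NP40, catalase / Also added: SUMO1 FRET substrate flanked by Cypet and Ypet, 25 nM / Times: 50 min reaction at room temperature / Signal: FRET, CFP and YFP emission / Control set: no-enzyme low control and enzyme-plus-DMSO high control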
# PfG6PD inh: PfG6PD enzyme inhibitors, primary screen, biochemical, fluorescence intensity, uHTS. glucose-6-phosphate dehydrogenase-6-phosphogluconolactonase (Plasmodium falciparum 3D7). PfGluPho enzyme, NADPH resazurin-diaphorase fluorescence. inhibition, % at 20 µM. hit rate 0.78% among 350,000;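 active = inhibition reaching at least a set limit at 20 µM in the primary screen, cut at about 59% in these data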;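 note: 0% = DMSO wells with substrate and 100% = DMSO wells lacking glucose-6-phosphate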
# SENP8 block-2: human SENP8 protease inhibitors, primary screen, biochemical, fluorescence, Nedd8 protein substrate, uHTS; AID 602440, 2012; hit rate 0.64% among 360,000; inhibition, % at 20 µM; recombinant SENP8; Sentrin-specific protease 8 (Homo sapiens), Q96LD8; in the data active = inhibition mostly above about 40%, no sharp cut-off; inactive = mostly below about 27%
# HKDC1 inh: HKDC1 hexokinase inhibitors, primary screen, biochemical, fluorescence, uHTS. recombinant HKDC1, G6PDH/diaphorase resazurin coupled fluorescence. inhibition, % at 20 µM. hit rate 0.16% among 340,000. Q2TB90. AID 493160, 2011;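 active = inhibition above about 35% when tested at 20 µM, limit read from the data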;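 note: plate controls were DMSO wells with enzyme for no effect and DMSO wells lacking enzyme for full effect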
#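 Test system: recombinant HKDC1 (HK5) hexokinase enzyme, produced in-house; Amount: enzyme 5 µg/mL final; Buffer or medium: Tris pH 8.0 buffer with MgCl2, Tween-20, BSA, BME; Reagent: glucose and ATP substrates; Doses: 20 µM test compound, 1% DMSO; Incubation: 90 min reaction incubation at room temperature, dark; Detection: resorufin fluorescence at 613 nm.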
# SENP6 block: SENP6 protease inhibitors, primary screen, biochemical, luminescence, uHTS. hit rate 1.8% among 330,000. inhibition, % at 10 µM. Recombinant SENP6 catalytic domain, aminoluciferin luminescence. Sentrin-specific protease 6 (Homo sapiens), Q9GZR1. AID 2599, 2010;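 active = inhibition above about 50% at the single tested dose, limit read from the data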;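 note: plate controls were DMSO wells with enzyme for no effect and DMSO wells lacking enzyme for full effect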
# An asterisk follows results filed as active; / = no result given.
item | Compound | UBC13 inh | SENP8 block-1 | MIN6 prolif | SENP7 block | SENP1 inh | PfG6PD inh | SENP8 block-2 | HKDC1 inh | SENP6 block
1 | O=C(NC1CCCCC1)C(c1ccc(F)cc1)N(C(=O)c1cccs1)c1ccc2c(c1)OCO2 (stereo not drawn) | -7 | 1 | -3 | 1 | 1 | -3 | 32 | -12 | 9
2 | Cc1ccc(NS(=O)(=O)c2c(C)nc3sccn3c2=O)c(C)c1 | -4 | 6 | -2 | -4 | 0 | 11 | -1 | -4 | 17
3 | COc1ccc(-n2c(=S)[nH]c3cc(C(=O)NCc4ccco4)ccc3c2=O)c(OC)c1 | -1 | 0 | -2 | 10 | 1 | 10 | 6 | 1 | -8
4 | CC(C)C(NC(=O)/C(=C/c1ccco1)NC(=O)c1ccc(Br)o1)C(=O)O (stereo not drawn) | 1 | 7 | -2 | 5 | -2 | 3 | -3 | -3 | -14
5 | Oc1c(CN2CCN(c3ccccn3)CC2)cc(Cl)c2cccnc12 | 7 | -1 | -4 | 0 | -2 | -21 | 8 | -3 | 8
6 | FC(F)(F)c1nc2ccccc2n2c(-c3c(Cl)cccc3Cl)nnc12 | 0 | 21 | 0 | 5 | 2 | -22 | -18 | 4 | 28
7 | O=C(O)CCCCCNC(=O)Nc1ccc2c(c1)OCCO2 | 2 | -1 | -2 | 3 | 1 | 6 | 14 | -7 | -9
8 | CN(c1nc(-c2ccccc2)cs1)C1CCS(=O)(=O)C1 (stereo not drawn) | 6 | 0 | 2 | -5 | 0 | -8 | 12 | 7 | 2
9 | O=C(O)/C=C\C(=O)Nc1ccccc1C(=O)N1CCC(O)(c2ccc(Cl)cc2)CC1 | / | / | / | / | 1 | -9 | -6 | -6 | /
10 | Oc1ccc(Cc2ccccc2)c2cccnc12 | / | / | / | / | -1 | -11 | 4 | -30 | /
11 | N#CCCCSC1=C(C#N)C(c2ccccc2Cl)CC(=O)N1 (stereo not drawn) | -6 | -13 | 5 | -9 | 3 | -5 | 4 | 1 | 6
12 | Cc1onc(-c2ccccc2Cl)c1C(=O)Nc1nnc(-c2ccc(F)cc2)s1 | 2 | 7 | -4 | 8 | 3 | -31 | -434 | 4 | -15
13 | O=C(NN=C(Cc1ccccc1)Cc1ccccc1)c1ccccc1O | -2 | -3 | -5 | -2 | -5 | -30 | -385 | 13 | -13
14 | CCCCc1ncc(CN2CCC(n3nccc3NC(=O)c3ccccc3Cl)CC2)[nH]1 | 0 | -7 | -1 | -12 | 0 | -7 | 4 | -2 | -18
15 | CC(=O)N1CCN(S(=O)(=O)c2cccc(C(=O)Nc3nc4c(s3)CCCC4)c2)CC1 | 5 | 7 | -1 | -5 | 2 | 2 | -11 | 6 | -5
16 | O=C(C[n+]1ccccc1)c1ccc(Cl)cc1 | 4 | 5 | -3 | -1 | 4 | 7 | 30 | -4 | -8
17 | O=C(NC1CCN(C(=S)Nc2ccc(Cl)cc2)CC1)C1CCCCC1 | -7 | -5 | 0 | -8 | 3 | -10 | 8 | -10 | -24
18 | OCC[C@H]1C[C@H](O)[C@@H](O)[C@]2(Cc3ccccc3O2)O1 | 4 | 2 | -5 | 3 | 1 | -9 | 6 | -7 | -4
19 | Cc1ccc2nc(NC(=O)c3ccc(Br)o3)sc2c1 | -5 | 60* | -3 | 87* | 0 | 10 | -226 | -2 | 73*
20 | Cc1cc(Nc2cccc([N+](=O)[O-])c2)n2c(nc3ccccc32)c1C#N | -12 | -2 | -6 | -6 | -3 | 22 | 17 | 7 | -19

# A few values from the results shown:
# entry 7 | PfG6PD inh: 6
# entry 16 | SENP8 block-1: 5

# 7 entries out of the list, ordered by length of the SMILES, falling:
item | Compound | UBC13 inh | SENP8 block-1 | MIN6 prolif | SENP7 block | SENP1 inh | PfG6PD inh | SENP8 block-2 | HKDC1 inh | SENP6 block
9 | O=C(O)/C=C\C(=O)Nc1ccccc1C(=O)N1CCC(O)(c2ccc(Cl)cc2)CC1 | / | / | / | / | 1 | -9 | -6 | -6 | /
14 | CCCCc1ncc(CN2CCC(n3nccc3NC(=O)c3ccccc3Cl)CC2)[nH]1 | 0 | -7 | -1 | -12 | 0 | -7 | 4 | -2 | -18
17 | O=C(NC1CCN(C(=S)Nc2ccc(Cl)cc2)CC1)C1CCCCC1 | -7 | -5 | 0 | -8 | 3 | -10 | 8 | -10 | -24
5 | Oc1c(CN2CCN(c3ccccn3)CC2)cc(Cl)c2cccnc12 | 7 | -1 | -4 | 0 | -2 | -21 | 8 | -3 | 8
11 | N#CCCCSC1=C(C#N)C(c2ccccc2Cl)CC(=O)N1 (stereo not drawn) | -6 | -13 | 5 | -9 | 3 | -5 | 4 | 1 | 6
7 | O=C(O)CCCCCNC(=O)Nc1ccc2c(c1)OCCO2 | 2 | -1 | -2 | 3 | 1 | 6 | 14 | -7 | -9
10 | Oc1ccc(Cc2ccccc2)c2cccnc12 | / | / | / | / | -1 | -11 | 4 | -30 | /

# Carrying on.
item | Compound | UBC13 inh | SENP8 block-1 | MIN6 prolif | SENP7 block | SENP1 inh | PfG6PD inh | SENP8 block-2 | HKDC1 inh | SENP6 block
21 | O=C(COC(=O)c1cc(-c2cccc(Br)c2)nc2ccccc12)NCC1CCCO1 (stereo not drawn) | 8 | 2 | 1 | -2 | 0 | -12 | -30 | -1 | 20
22 | Cc1ccccc1NC(=S)N/N=C1\CC(C)(C)Oc2ccc(O)cc21 | 10 | 0 | -2 | -8 | -19 | 21 | -436 | -14 | -20
23 | CCCCC(=O)Nc1cccc(NC(=S)NC(=O)Cc2ccccc2)c1 | 12 | -1 | -2 | 7 | 3 | -5 | 2 | -8 | 2
24 | CNC(=O)NC(=O)C(NC1CCCc2ccccc21)c1ccccc1 (stereo not drawn) | -5 | -10 | -3 | -7 | -44 | 1 | -39 | 4 | -18
25 | O=[N+]([O-])c1ccc(-c2nc(-c3ccncc3)no2)cc1 | -1 | 2 | -1 | 6 | 0 | -9 | 38 | -3 | 10
26 | COc1ccc(OC)c(C(=O)c2ccc(C(=O)Nc3ccccc3)cc2)c1 | 2 | -1 | 0 | 5 | 1 | 6 | 15 | -9 | -3
27 | O=C(c1cc(F)c(F)cc1Cl)N1CCN(c2ncccn2)CC1 | 2 | 3 | -3 | 3 | 0 | -16 | -34 | 1 | -10
28 | COc1cc(/C=N/NC(=O)c2ccc3nc[nH]c3c2)ccc1O | -1 | -4 | 1 | 6 | 3 | 13 | -88 | -1 | -30

# An excerpt of these results, with one line to a screen.
[1] O=C(NC1CCCCC1)C(c1ccc(F)cc1)N(C(=O)c1cccs1)c1ccc2c(c1)OCO2 (stereo not drawn)
[2] Cc1ccc(NS(=O)(=O)c2c(C)nc3sccn3c2=O)c(C)c1
[3] COc1ccc(-n2c(=S)[nH]c3cc(C(=O)NCc4ccco4)ccc3c2=O)c(OC)c1
[4] CC(C)C(NC(=O)/C(=C/c1ccco1)NC(=O)c1ccc(Br)o1)C(=O)O (stereo not drawn)
[5] Oc1c(CN2CCN(c3ccccn3)CC2)cc(Cl)c2cccnc12

Compound	1	2	3	4	5
UBC13 inh	-7	-4	-1	1	7
SENP8 block-1	1	6	0	7	-1
MIN6 prolif	-3	-2	-2	-2	-4
SENP7 block	1	-4	10	5	0
SENP1 inh	1	0	1	-2	-2
PfG6PD inh	-3	11	10	3	-21
SENP8 block-2	32	-1	6	-3	8
HKDC1 inh	-12	-4	1	-3	-3
SENP6 block	9	17	-8	-14	8

# Bioassay records from PubChem BioAssay.
